Bioassay records: PubChem, Broad Institute
Mtb BioA inh – inhibitors of Mycobacterium tuberculosis BioA enzyme | purified M. tuberculosis BioA enzyme, plate reader | inhibition, % at 9.99 µM | AID 602481 | actives 0.096% (n = 360,000); in the data active = inhibition above about 40%
* = called active by the depositor. Some of the compounds tested. The share of hits here may be higher or lower than overall.

SMILES	Mtb BioA inh
Cc1ccccc1S(=O)(=O)N1[C@H](C#N)[C@H](c2ccccc2)[C@H]1CO	2.0
C[C@H](NC(=O)[C@H]1[C@H](CO)[C@H]2Cn3c(ccc(-c4ccccc4)c3=O)[C@@H]1N2C)c1ccccc1	2.9
CCC(=O)N1C[C@@H](C)[C@@H](OC)CN(C)C(=O)c2cc(NC(=O)NC(C)C)ccc2OC[C@@H]1C	-1.1
C[C@@H]1CN([C@H](C)CO)C(=O)c2cc(NC(=O)CCC(F)(F)F)ccc2O[C@H]1CN(C)C(=O)Nc1ccc(C(F)(F)F)cc1	-3.2
C[C@H](CO)N1C[C@H](C)[C@H](CN(C)CC2CCCCC2)Oc2ccc(NC(=O)Nc3ccc(C(F)(F)F)cc3)cc2CC1=O	0.2
C[C@H](CO)N1C[C@H](C)[C@@H](CN(C)S(=O)(=O)c2ccc(F)cc2)OCCCC[C@H](C)Oc2ccc(NC(=O)Nc3ccc(F)cc3)cc2C1=O	-2.2
C[C@@H]1CN([C@@H](C)CO)C(=O)c2cccc(NC(=O)Nc3ccc(F)cc3)c2O[C@@H]1CN(C)Cc1ccc(C(=O)O)cc1	0.0
COCC#Cc1cnc2c(c1)C(=O)N([C@@H](C)CO)C[C@@H](C)[C@H](CN(C)C(=O)Cc1ccncc1)O2	-1.1
CN1c2ccc(-c3cccc(F)c3)cc2[C@H]2[C@H](CCN2S(=O)(=O)c2cccc(F)c2)[C@@H]1CO	0.2
C[C@H](CO)N1C[C@H](C)[C@@H](CN(C)Cc2ccccc2F)Oc2cc(C#CC3CC3)ccc2S1(=O)=O	0.2
CO[C@@H]1CN(C)C(=O)c2cc(NS(=O)(=O)c3ccc(C)cc3)ccc2OC[C@@H](C)N(Cc2ccccn2)C[C@H]1C	0.4
Cc1ccc(CN(C)C[C@@H]2OCc3cn(nn3)CCCC(=O)N([C@@H](C)CO)C[C@@H]2C)cc1	0.0
CO[C@H]1CN(C)C(=O)c2ccc(NC(=O)C3CC3)cc2OC[C@H](C)N(C(=O)c2ccccc2F)C[C@@H]1C	-1.1
O=C(NCC1CC1)[C@H]1[C@H](CO)[C@H]2Cn3c(ccc(-c4ccccc4)c3=O)[C@@H]1N2Cc1nccs1	0.2
C[C@@H]1CCCCO[C@@H](CN(C)S(C)(=O)=O)[C@@H](C)CN([C@H](C)CO)C(=O)c2cc(NC(=O)Nc3ccc4c(c3)OCO4)ccc2O1	3.1
CC(C)c1cn(CC[C@H]2CC[C@H](NC(=O)C3CCCCC3)[C@H](CO)O2)nn1	-2.8
COCC(=O)Nc1ccc2c(c1)C(=O)N(C)C[C@H](OC)[C@H](C)CN(Cc1ccccn1)[C@@H](C)CO2	-1.4
COCC#Cc1ccc2c(c1)O[C@@H](CN(C)C(=O)Nc1ccc(OC)cc1)[C@H](C)CN([C@@H](C)CO)S2(=O)=O	2.2
CCCNC(=O)Nc1ccc2c(c1)C(=O)N(C)C[C@H](OC)[C@@H](C)CN(C(=O)c1ccccc1F)[C@@H](C)CO2	-0.8
Cc1ccc(S(=O)(=O)N(C)C[C@@H]2Oc3ccc(NC(=O)Cc4ccccc4)cc3C(=O)N([C@H](C)CO)C[C@@H]2C)cc1	-2.2
CCC(=O)N[C@@H]1CC[C@H](CCn2cc(-c3cccc(OC)c3)nn2)O[C@@H]1CO	-1.1
O=C(Cc1ccccn1)NCC[C@H]1CC[C@@H](NS(=O)(=O)c2ccccc2)[C@H](CO)O1	1.2
Cc1noc(C)c1S(=O)(=O)N(C)C[C@@H]1OCCCC[C@@H](C)Oc2ccc(NC(=O)NC3CCCCC3)cc2C(=O)N([C@@H](C)CO)C[C@H]1C	-1.2
COc1ccccc1-c1ccc([C@@H]2[C@@H](CO)N(C(=O)C3CCOCC3)[C@H]2C#N)cc1	-0.9
CC(C)NC(=O)Nc1cccc2c1O[C@H](CN(C)S(=O)(=O)c1ccccc1)[C@H](C)CN([C@@H](C)CO)C2=O	4.6
COc1cccc(S(=O)(=O)N2C[C@@H](O)COC[C@@H]3O[C@@H](CC(=O)Nc4ccccc4)CC[C@H]32)c1	0.7
CS(=O)(=O)Nc1ccc2c(c1)[C@@H]1C[C@@H](CC(=O)N3CCOCC3)O[C@@H](CO)[C@@H]1O2	-4.9
C[C@@H]1CN([C@H](C)CO)C(=O)Cc2cc(NC(=O)Nc3cccc4ccccc34)ccc2O[C@@H]1CN(C)Cc1ccc(-c2ccccc2)cc1	-3.0
C[C@H](CO)N1C[C@H](C)[C@@H](CN(C)C(=O)Nc2ccc(F)cc2)Oc2ccc(NC(=O)Nc3ccccc3)cc2C1=O	3.2
Cc1ccc(S(=O)(=O)Nc2ccc3c(c2)CC(=O)N([C@@H](C)CO)C[C@@H](C)[C@H](CN(C)Cc2ccncc2)O3)cc1	2.0
CN1C(=O)c2cc(NC(=O)c3ccc(F)cc3)ccc2OC[C@@H]2O[C@H](CC(=O)N3CCOCC3)CC[C@@H]21	-0.1
C[C@@H]1CN([C@@H](C)CO)C(=O)c2cc(NC(=O)C3CCCCC3)ccc2O[C@@H](C)CCCCO[C@H]1CN(C)S(=O)(=O)c1cn(C)cn1	2.1
CC(C)C[C@@H]1NC(=O)[C@@H]2C[C@H](C(=O)O)[C@H](c3cccc(OCCO)c3)N2C1=O	-3.2
C[C@@H]1CN([C@@H](C)CO)C(=O)c2cccc(NS(=O)(=O)c3cn(C)cn3)c2O[C@H]1CN(C)CC1CC1	-1.7
C[C@H]1CN([C@@H](C)CO)C(=O)c2cc(NC(=O)Nc3ccc4c(c3)OCO4)ccc2O[C@H]1CN(C)CC1CCCCC1	-0.8
C[C@H]1CN([C@@H](C)CO)C(=O)Cc2cc(NS(=O)(=O)c3ccc(F)cc3)ccc2O[C@H]1CN(C)S(C)(=O)=O	-1.8
C[C@H](CO)N1C[C@H](C)[C@H](CN(C)Cc2ccc(-c3ccccc3)cc2)Oc2ccc(NC(=O)CCCN(C)C)cc2C1=O	2.5
C[C@@H]1CN([C@H](C)CO)C(=O)Cc2cc(NC(=O)C3CC3)ccc2O[C@H]1CN(C)S(=O)(=O)c1ccc(Cl)cc1	-3.9
CO[C@@H]1CN(C)C(=O)c2cc(NS(C)(=O)=O)ccc2OC[C@H](C)N(C(=O)C2CCCCC2)C[C@H]1C	-0.6
CCCC(=O)Nc1ccc2c(c1)C(=O)N(C)C[C@@H](OC)[C@H](C)CN(CCC)[C@H](C)CO2	1.4

Part of the list above in order of formula weight, highest first.
SMILES	Mtb BioA inh
COc1cccc(S(=O)(=O)N2C[C@@H](O)COC[C@@H]3O[C@@H](CC(=O)Nc4ccccc4)CC[C@H]32)c1	0.7
CCCC(=O)Nc1ccc2c(c1)C(=O)N(C)C[C@@H](OC)[C@H](C)CN(CCC)[C@H](C)CO2	1.4
CC(C)c1cn(CC[C@H]2CC[C@H](NC(=O)C3CCCCC3)[C@H](CO)O2)nn1	-2.8

(cont.)
SMILES	Mtb BioA inh
O=C(CCN1CCCCC1)N[C@H]1CC[C@H](CCNS(=O)(=O)c2ccc(Cl)cc2)O[C@H]1CO	5.1
CC(=O)N1[C@@H]2c3ccc(-c4cccc(F)c4)c(=O)n3C[C@@H]2[C@@H](CO)[C@@H]1C(=O)NCCCN(C)C	1.0
COc1ccc(S(=O)(=O)N(C)C[C@@H]2Oc3ccc(NS(=O)(=O)c4c(C)noc4C)cc3C(=O)N([C@@H](C)CO)C[C@@H]2C)cc1	2.7
C[C@H](CO)N1C[C@H](C)[C@@H](CN(C)C(=O)C2CCCCC2)OCCCC[C@H](C)Oc2ccc(NS(=O)(=O)c3ccccc3)cc2C1=O	2.4
CCO[C@@H]1OC(C(=O)N2CCN(Cc3ccc4c(c3)OCO4)CC2)=C[C@H](C(C)(C)C)[C@H]1CCCO	-0.7
O=C(NCc1ccccc1)[C@@H]1[C@@H](CO)[C@@H]2Cn3c(cccc3=O)[C@H]1N2C(=O)CC1CC1	-2.0
C[C@H]1CN([C@@H](C)CO)C(=O)c2cc(NC(=O)Cc3cn(C)c4ccccc34)ccc2O[C@H]1CN(C)Cc1ccc(Cl)c(Cl)c1	-0.1
CN1[C@H](CO)[C@@H]2c3ccccc3N(C(=O)Nc3cc(F)ccc3F)C[C@@H]21	-0.4
O=C(C[C@H]1CC[C@H]2[C@@H](COC[C@@H](O)CN2Cc2nccs2)O1)NCc1ccc(F)cc1	0.1
C[C@@H]1CCCCO[C@H](CN(C)C(=O)NC2CCCCC2)[C@@H](C)CN([C@@H](C)CO)C(=O)c2cc(NC(=O)Nc3ccc(C(F)(F)F)cc3)ccc2O1	-4.3
CCC(=O)N1C[C@@H]2[C@H](c3ccccc31)[C@H](CO)N2Cc1ccccc1F	2.7
COc1ccc(S(=O)(=O)N(C)C[C@H]2OCCCC[C@@H](C)Oc3ccc(NC(=O)c4ccccc4)cc3C(=O)N([C@H](C)CO)C[C@@H]2C)cc1	-4.0
C/C=C/c1cnc2c(c1)C(=O)N([C@@H](C)CO)C[C@@H](C)[C@@H](CN(C)Cc1ccc(F)cc1)O2	-6.2
COCC(=O)Nc1ccc2c(c1)[C@@H]1C[C@@H](CC(=O)NCc3cc(F)ccc3F)O[C@H](CO)[C@@H]1O2	0.3
Cc1ccc(S(=O)(=O)Nc2ccc3c(c2)C(=O)N([C@H](C)CO)C[C@@H](C)[C@@H](CN(C)Cc2ccc(C(=O)O)cc2)OCCCC[C@H](C)O3)cc1	-1.4
Cc1noc(C)c1NC(=O)Nc1ccc2c(c1)C(=O)N([C@H](C)CO)C[C@@H](C)[C@@H](CN(C)S(=O)(=O)c1cccs1)O2	-1.4
Cc1noc(C)c1S(=O)(=O)Nc1ccc2c(c1)C(=O)N([C@@H](C)CO)C[C@@H](C)[C@H](CN(C)Cc1ccc(C(F)(F)F)cc1)O2	2.3
CCCN1[C@@H]2c3ccc(-c4ccccc4F)c(=O)n3C[C@@H]2[C@@H](CO)[C@@H]1C(=O)N1CCCCC1	-0.6
O=C(Nc1ccccc1)[C@@H]1[C@@H](CO)[C@@H]2Cn3c(cccc3=O)[C@@H]2N1C(=O)C1CCC1	-0.8
CS(=O)(=O)Nc1ccc2c(c1)[C@@H]1C[C@@H](CC(=O)NC3CCCCC3)O[C@@H](CO)[C@@H]1O2	-1.5

Compounds shown so far containing a Cl atom (3):
SMILES	Mtb BioA inh
C[C@@H]1CN([C@H](C)CO)C(=O)Cc2cc(NC(=O)C3CC3)ccc2O[C@H]1CN(C)S(=O)(=O)c1ccc(Cl)cc1	-3.9
O=C(CCN1CCCCC1)N[C@H]1CC[C@H](CCNS(=O)(=O)c2ccc(Cl)cc2)O[C@H]1CO	5.1
C[C@H]1CN([C@@H](C)CO)C(=O)c2cc(NC(=O)Cc3cn(C)c4ccccc34)ccc2O[C@H]1CN(C)Cc1ccc(Cl)c(Cl)c1	-0.1

Back to the main list; the four compounds before the break are reprinted first.
SMILES	Mtb BioA inh
Cc1noc(C)c1S(=O)(=O)Nc1ccc2c(c1)C(=O)N([C@@H](C)CO)C[C@@H](C)[C@H](CN(C)Cc1ccc(C(F)(F)F)cc1)O2	2.3
CCCN1[C@@H]2c3ccc(-c4ccccc4F)c(=O)n3C[C@@H]2[C@@H](CO)[C@@H]1C(=O)N1CCCCC1	-0.6
O=C(Nc1ccccc1)[C@@H]1[C@@H](CO)[C@@H]2Cn3c(cccc3=O)[C@@H]2N1C(=O)C1CCC1	-0.8
CS(=O)(=O)Nc1ccc2c(c1)[C@@H]1C[C@@H](CC(=O)NC3CCCCC3)O[C@@H](CO)[C@@H]1O2	-1.5
O=C(C[C@@H]1CC[C@@H](NC(=O)c2ccc3c(c2)OCO3)[C@@H](CO)O1)NCc1ccc(F)cc1	-2.3
CC=Cc1ccc2n(c1=O)C[C@H]1[C@H](CO)[C@@H](C(=O)N(C)C)[C@@H]2N1C (mixture of isomers)	-0.1
O=C(Nc1ccc(F)cc1)N[C@H]1CC[C@@H](CCNS(=O)(=O)c2ccccc2F)O[C@H]1CO	2.2
COc1ccc(S(=O)(=O)Nc2ccc3c(c2)CC(=O)N([C@H](C)CO)C[C@H](C)[C@H](CN(C)S(=O)(=O)c2cn(C)cn2)O3)cc1	2.8
C[C@@H]1CN([C@@H](C)CO)S(=O)(=O)c2ccc(C#CC3(O)CCCC3)cc2O[C@@H]1CN(C)C(=O)Cc1ccccc1	4.7
C[C@H]1CN([C@@H](C)CO)C(=O)c2cccc(NS(=O)(=O)c3ccc(Cl)cc3)c2O[C@@H]1CN(C)Cc1ccc(Oc2ccccc2)cc1	2.7
CC(C)NC(=O)NCC[C@@H]1CC[C@@H](NS(=O)(=O)c2ccc(-c3ccccc3)cc2)[C@H](CO)O1	-0.4
CCCC#Cc1ccc2c(c1)O[C@H](CN(C)C(=O)CN(C)C)[C@H](C)CN([C@H](C)CO)S2(=O)=O	1.8
CN(C)CC#Cc1ccc([C@H]2[C@H](CO)N3CCCCN(C(=O)C4CCCC4)C[C@@H]23)cc1	1.8
CO[C@@H]1CN(C)C(=O)c2cc(NC(=O)C3CC3)ccc2OC[C@@H](C)N(Cc2ccccc2)C[C@@H]1C	1.0
C[C@@H]1CN([C@H](C)CO)C(=O)c2cc(NS(=O)(=O)c3ccc(F)cc3)ccc2O[C@@H]1CN(C)C	-1.2
CO[C@@H](CN(C)C(=O)Nc1ccc(F)cc1)[C@@H](C)CN(Cc1ccccc1Cl)[C@@H](C)CO	1.5
C[C@H](CO)N1C[C@H](C)[C@@H](CN(C)Cc2ccc(C(=O)O)cc2)OCCCC[C@H](C)Oc2ccc(NC(=O)Nc3ccc(F)cc3)cc2C1=O	-1.8
COc1cccc(S(=O)(=O)Nc2ccc3c(c2)C(=O)N(C)C[C@H](OC)[C@@H](C)CN[C@@H](C)CO3)c1	-2.2
COc1ccc(S(=O)(=O)N[C@@H]2CC[C@H](CCn3cc(C(C)C)nn3)O[C@@H]2CO)cc1	0.6
CCC(=O)Nc1ccc2c(c1)C(=O)N(C)C[C@@H](OC)[C@@H](C)CN(Cc1cccc(F)c1)[C@@H](C)CO2	-0.3
O=C(C[C@@H]1C[C@@H]2c3cc(NC(=O)c4cccnc4)ccc3O[C@@H]2[C@H](CO)O1)NCc1ccccn1	33
C[C@H]1CN([C@@H](C)CO)C(=O)c2cc(-c3cccnc3)cnc2O[C@H]1CN(C)C(=O)NC1CCCC1	0.8
Cc1ccc(-c2ccc([C@@H]3[C@@H](CO)N4CCCCN(S(=O)(=O)c5cccc(C)c5)C[C@H]34)cc2)cc1	-6.2
OC[C@H]1[C@@H](c2ccc(-c3ccccc3)cc2)[C@@H]2CN(Cc3cncnc3)CCCCN12	0.9
